FXN GAA850 act = activators of GAA850 frataxin (FXN) promoter; HEK293 lucGAA850 FXN promoter luciferase reporter, 24 h; percent of 10 µM SAHA response; activation, % at 6 µM; actives 0.56% (n = 360,000); AID 540364;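 active = activation above the average of all compounds screened plus 3 SD, cutoff fixed separately per campaign, cut at about 7.5% in these data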;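 also: 0% = DMSO wells and 100% = 10 µM SAHA wells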
hgDAF12 agonist = activates the H. glycines DAF-12 receptor ligand-binding domain; HEK293 GAL4-hgDAF12 UAS-luciferase reporter, agonist luminescence; normalized to butyrate control; activation, % at 6.8 µM; actives 1.8% (n = 370,000); AID 687014;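 active = activation above a cutoff set at the mean of all screened compounds plus 3 SD, cut at about 10% in these data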;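 also: 0% = DMSO wells and 100% = sodium butyrate wells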
ssDAF12 agonist = S. stercoralis DAF-12 activation, primary screen. HEK293 ssDAF-12/GRIP1 lit1-tk-luc reporter, luminescence; % of 3 µM dafachronic acid response. activation, % at 6.8 µM. actives 1% (n = 370,000);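 active = activation above the mean over all tested compounds plus 3 SD, cut at about 0.9% in these data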;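 also: 0% = DMSO-only wells and 100% = 3 µM delta7-dafachronic acid wells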
proKLK7 act = proKLK7 (human) activation, primary screen; AID 652039; actives 0.9% (n = 370,000); activation, % at 7 µM; purified proKLK7, EDANS-DABCYL substrate fluorescence; 100% is mature enzyme control, 0% vehicle;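 active = activation above the mean of all tested compounds plus 3 SD, computed per campaign excluding outliers beyond control limits, cut at about 13% in these data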
GC-B act = GC-B (human) receptor activation | activation, % at 10 µM | P20594 | actives 0.11% (n = 370,000) | HEK293-GC-B cells, CNP EC30, cGMP TR-FRET; 0% at EC30 CNP, 100% saturating CNP;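 active = activation at 10 µM reaching about 35% in either raw or pattern-adjusted values, limit read from the data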
Target sequence (P20594 whole entry, looked up): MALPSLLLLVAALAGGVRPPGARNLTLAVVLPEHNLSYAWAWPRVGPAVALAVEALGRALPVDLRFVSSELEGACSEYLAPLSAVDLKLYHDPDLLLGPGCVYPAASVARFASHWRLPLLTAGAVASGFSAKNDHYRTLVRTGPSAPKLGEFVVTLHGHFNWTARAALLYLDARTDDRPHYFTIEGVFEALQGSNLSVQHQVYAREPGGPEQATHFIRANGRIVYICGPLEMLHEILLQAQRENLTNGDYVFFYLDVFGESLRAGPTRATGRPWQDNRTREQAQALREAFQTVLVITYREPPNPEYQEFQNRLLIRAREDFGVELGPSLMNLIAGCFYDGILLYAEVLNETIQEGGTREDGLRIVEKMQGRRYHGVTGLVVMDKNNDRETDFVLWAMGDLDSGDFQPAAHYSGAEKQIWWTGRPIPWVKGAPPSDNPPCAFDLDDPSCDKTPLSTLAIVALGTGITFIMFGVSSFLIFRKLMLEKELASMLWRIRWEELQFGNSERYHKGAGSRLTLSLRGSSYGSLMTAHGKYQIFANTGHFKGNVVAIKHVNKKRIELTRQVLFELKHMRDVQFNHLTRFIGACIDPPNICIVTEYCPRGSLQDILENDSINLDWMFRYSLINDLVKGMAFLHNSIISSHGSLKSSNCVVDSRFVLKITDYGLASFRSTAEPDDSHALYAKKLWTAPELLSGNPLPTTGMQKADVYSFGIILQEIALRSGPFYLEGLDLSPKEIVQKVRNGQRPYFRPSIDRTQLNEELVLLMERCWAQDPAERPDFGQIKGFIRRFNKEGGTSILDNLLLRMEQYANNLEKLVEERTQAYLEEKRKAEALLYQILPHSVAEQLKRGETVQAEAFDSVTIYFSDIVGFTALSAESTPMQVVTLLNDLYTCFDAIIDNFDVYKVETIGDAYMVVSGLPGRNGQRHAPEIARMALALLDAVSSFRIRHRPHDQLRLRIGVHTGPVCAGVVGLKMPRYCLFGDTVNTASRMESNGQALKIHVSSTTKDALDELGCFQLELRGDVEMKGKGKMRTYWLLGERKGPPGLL
sPLA2-III inh = Inhibits HGIII-sPLA2 liposome hydrolysis, primary screen | inhibition, % at 12.2 µM | Q9NZ20 | actives 0.56% (n = 370,000) | QFRET BODIPY PC-A2 liposome hydrolysis, fluorescence;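 active = inhibition above mean plus 3 SD of compounds lying within the high and low control bounds, cut at about 19% in these data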;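 also: 0% = median of test compound wells and 100% = no enzyme DMSO wells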
SMARCA2 activ = activators of SMARCA2 function. AID 652017. actives 1% (n = 370,000). activation, % at 9.1 µM. MG213 cells, MMTV-luciferase reporter, dexamethasone, overnight; in the data active = activation above about 7.8%;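 also: 0% = vehicle wells and 100% = reference activator wells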
hcDAF12 agonist = activators of H. contortus DAF-12 nuclear receptor | HEK293 hcDAF-12 lit1-tk-luc reporter, luminescence; 0% DMSO, 100% Δ7-dafachronic acid | activation, % at 6.8 µM | actives 1.4% (n = 370,000) | AID 652067;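 active = activation above the mean of all tested compounds plus 3 SD, cut at about 5.5% in these data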;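 also: 100% = response to 3 µM Δ7-dafachronic acid high control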
DAX1 inh-1 = inhibitors of human orphan nuclear receptor DAX1 (NR0B1); AID 504766; HEK293 Gal4-DAX1 luciferase reporter, luminescence; P51843; inhibition, % at 6.75 µM; actives 0.99% (n = 340,000);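 active = inhibition above the mean over all tested compounds plus 3 SD, cut at about 4.2% in these data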;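 also: 0% = DAX1-transfected cells with DMSO and 100% = empty-vector control cells with DMSO; inhibition shows as a rise in luminescence from relieved DAX1 repression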
NPR1 activator = GC-A (human) enzyme activation | HEK293 GC-A cells, cGMP TR-FRET, EC30 ANP; 0% at EC30 ANP, 100% saturating ANP | P16066 | AID 1671463 | actives 0.14% (n = 370,000) | activation, % at 10 µM; in the data active = activation above about 40%
DAX1 inh-2 = blocks DAX1 repression of SF-1 activated StAR promoter; HEK293T StAR-luciferase reporter, SF-1/DAX-1 repression relief; inhibition, % at 6.8 µM; actives 1.1% (n = 370,000); AID 652010;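 active = inhibition above the mean over all tested compounds plus 3 SD, cut at about 3.6% in these data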;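 also: 0% = DAX-1 cells with DMSO and 100% = cells lacking DAX-1 with DMSO; higher inhibition means more luminescence from relief of DAX-1 repression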
Active calls of the source: *; / = no result given.

SMILES | FXN GAA850 act | hgDAF12 agonist | ssDAF12 agonist | proKLK7 act | GC-B act | sPLA2-III inh | SMARCA2 activ | hcDAF12 agonist | DAX1 inh-1 | NPR1 activator | DAX1 inh-2
CCCCn1nnnc1C(c1ccccc1)N1CCN(C(C)=O)CC1 (stereo not given) | / | 1.7 | -0.1 | -0.1 | 0 | 6 | -1 | 0.5 | / | 2 | 0.0
CCN(C(=O)CSc1nnc(-c2c[nH]c3ccccc23)n1C1CC1)C1CCS(=O)(=O)C1 (stereo not given) | 1.0 | 1.9 | -0.6 | 0.1 | 0 | 11 | -2 | 1.8 | 0.9 | 3 | 0.1
COc1ccc(OC)c(NC(=S)NCCN2CCOCC2)c1 | -1.3 | 1.5 | 0.2 | 0.7 | 0 | 10 | -2 | 0.1 | 2.6 | 0 | 0.0
COc1ccc(N2CCN(CCCNC(=O)C3CCCN(S(=O)(=O)c4cnc[nH]4)C3)CC2)cc1 (stereo not given) | 0.0 | -4.0 | -1.4 | 0.0 | -2 | 3 | 0 | -1.6 | 2.0 | 0 | 0.1
C[C@H](CO)N1C[C@H](C)[C@@H](CN(C)S(=O)(=O)c2ccccc2)Oc2c(cccc2N(C)C)C1=O | -2.5 | -2.1 | -0.8 | 0.0 | -1 | -1 | 1 | -1.8 | -0.4 | -1 | -0.6
CCOC(=O)c1c(C)n(OCc2ccccc2)c2ccc3nonc3c12 | 1.5 | 1.4 | -1.0 | -4.2 | -2 | -16 | 4 | -2.1 | -0.7 | 10 | 0.7
COc1ccc(Cl)cc1NC(=O)CN(C)C(=O)c1cccc(-n2cnnn2)c1 | 2.2 | -2.0 | -1.2 | 0.3 | 2 | -2 | -1 | -1.3 | 0.0 | 0 | -0.2
Cc1cc(=O)oc2cc(OCC(=O)N3CCCc4ccccc43)ccc12 | -0.5 | -0.2 | -1.4 | -0.3 | -6 | -4 | 1 | -2.9 | -1.1 | -1 | -0.2
COc1ccc([C@H]2OC(=O)C[C@H]2C(=O)N2CCCC2)cc1OC | / | 1.0 | -0.9 | 0.2 | -8 | 1 | -2 | -1.0 | / | 3 | -0.3
Cc1cc(C)c(S(=O)(=O)N2CCOC2CNC(=O)C(=O)NCc2ccccn2)c(C)c1 (stereo not given) | 3.7 | -1.8 | -0.5 | -0.1 | 1 | -4 | 1 | -0.5 | 0.7 | 1 | 1.1
N#Cc1c(NC(=O)c2ccco2)sc2c1CCC2 | 3.2 | 11* | -0.7 | -0.4 | -3 | 6 | 3 | 2.6 | -0.2 | -2 | 9.4*
CC1(C(=O)NCc2cc(F)cc(C(F)(F)F)c2)C=CC2(CCCCC2)N1C(=O)c1ccccc1 (stereo not given) | 0.8 | 0.2 | -1.0 | -0.3 | 4 | 4 | 0 | -0.1 | -0.1 | -3 | -0.5
Cn1c(=O)c2c(-c3ccccc3)n(-n3cnnc3)cc2n(C)c1=O | 3.3 | -0.8 | -0.1 | 14* | -4 | 0 | 0 | -1.1 | 0.9 | -4 | -0.3
Cc1c(NC(=O)c2ccc(-c3ccccc3)cc2)cccc1C(=O)O | 1.7 | 27* | 0.6 | 0.2 | -5 | 3 | 8 | 11* | -5.9 | 8 | 6.6*
CC(Cc1n[nH]c(=S)n1N)c1ccccc1 (stereo not given) | 1.9 | 0.7 | -1.0 | -0.4 | 3 | 8 | 1 | 0.2 | 0.0 | 2 | 0.1
CN(C)CCN1C(=O)c2oc3ccccc3c(=O)c2C1c1cccc(Br)c1 (stereo not given) | -5.2 | 0.6 | -1.1 | 1.4 | -11 | 0 | 2 | -1.5 | -0.9 | -15 | 0.9
CSC(=NS(=O)(=O)c1ccccc1)SC | 1.1 | 2.7 | -1.0 | 0.6 | 8 | 0 | 6 | -0.8 | 0.9 | 1 | 0.4
CN1CCN(/C=N/c2sc3c(c2C#N)CCCCC3)CC1 | 4.0 | 19* | 0.9 | 0.3 | -10 | 6 | 7 | 6.4* | 6.8* | 3 | 1.3
COCc1ccc(CN2CCc3c([nH]c4ccccc34)C2CC(C)C)o1 (stereo not given) | 0.0 | 5.0 | -0.9 | 4.6 | -4 | -3 | -4 | 5.1 | 0.9 | -5 | 0.4
Cc1ccnc(NC(=O)CCC(=O)N(CC(=O)NCc2ccccc2)Cc2ccco2)c1 | 3.3 | -0.4 | -1.0 | -0.1 | 4 | -1 | 0 | -1.1 | 0.7 | 3 | 0.5

Exported with two lines to a compound: entries from further up
Results follow in this order: FXN GAA850 act, hgDAF12 agonist, ssDAF12 agonist, proKLK7 act, GC-B act, sPLA2-III inh, SMARCA2 activ, hcDAF12 agonist, DAX1 inh-1, NPR1 activator, DAX1 inh-2
- CC1(C(=O)NCc2cc(F)cc(C(F)(F)F)c2)C=CC2(CCCCC2)N1C(=O)c1ccccc1 (stereo not given)
  0.8, 0.2, -1.0, -0.3, 4, 4, 0, -0.1, -0.1, -3, -0.5
- Cn1c(=O)c2c(-c3ccccc3)n(-n3cnnc3)cc2n(C)c1=O
  3.3, -0.8, -0.1, 14*, -4, 0, 0, -1.1, 0.9, -4, -0.3
- Cc1c(NC(=O)c2ccc(-c3ccccc3)cc2)cccc1C(=O)O
  1.7, 27*, 0.6, 0.2, -5, 3, 8, 11*, -5.9, 8, 6.6*
- CC(Cc1n[nH]c(=S)n1N)c1ccccc1 (stereo not given)
  1.9, 0.7, -1.0, -0.4, 3, 8, 1, 0.2, 0.0, 2, 0.1
- CN(C)CCN1C(=O)c2oc3ccccc3c(=O)c2C1c1cccc(Br)c1 (stereo not given)
  -5.2, 0.6, -1.1, 1.4, -11, 0, 2, -1.5, -0.9, -15, 0.9

Next section.
SMILES | FXN GAA850 act | hgDAF12 agonist | ssDAF12 agonist | proKLK7 act | GC-B act | sPLA2-III inh | SMARCA2 activ | hcDAF12 agonist | DAX1 inh-1 | NPR1 activator | DAX1 inh-2
Cc1c(CCO)c(=O)[nH]n1C(=O)c1ccc(F)cc1 | 1.7 | 5.8 | -1.0 | -0.1 | 4 | -3 | 2 | 0.0 | 2.8 | 1 | 0.1
COc1ccc(NC(=O)c2cc(S(=O)(=O)N3CCOCC3)cs2)cc1 | 1.9 | 1.0 | -1.3 | 0.2 | -4 | -6 | -4 | -1.4 | -0.8 | -2 | -0.9
CCOc1ccc(CN2CCC(n3nccc3NC(=O)C3CC3)CC2)cc1CO | 3.1 | 2.1 | -0.8 | -0.1 | -2 | 0 | -1 | -1.2 | 0.2 | -1 | 0.9
CCC(C)(C(=O)NC1CCCCC1)N(Cc1cccs1)C(=O)c1ccc(=O)[nH]c1 (stereo not given) | -0.9 | -0.5 | -0.7 | 0.1 | -4 | 17 | -4 | -0.2 | 4.7* | 0 | -0.5
CCOc1ccc(C(=O)c2nc3c(n2O)CCCC3)cc1 | 6.6 | 4.7 | -0.5 | 0.2 | -1 | -15 | -2 | 0.7 | -0.6 | 1 | 1.1
CCOc1ccc(CCNC(=O)C2CC(=O)N(C3CCCC3)C2)cc1OCC (stereo not given) | -1.6 | -3.8 | -1.7 | 0.1 | -3 | 5 | -3 | -1.6 | 0.5 | 2 | 0.1
N#C/C(=C\c1ccco1)C(=O)Nn1cnnc1 | 1.0 | -1.8 | -1.4 | -1.0 | 7 | 11 | -3 | -1.0 | -0.5 | -2 | 0.2
Cc1nc(C)c(C(=O)OCC(=O)Nc2ccccc2)s1 | 2.5 | 1.2 | -0.3 | -0.4 | 4 | -4 | 3 | 0.5 | -0.6 | 0 | -0.1
O=C(CCCn1c(=O)c2cccn2c2cccnc21)NCCc1ccc(Cl)cc1 | 0.6 | -0.3 | -1.7 | -0.3 | -9 | 1 | 7 | -1.4 | -0.3 | -11 | 0.1
COc1ccc(-n2nnnc2SCC(=O)c2cccc(OC)c2)cc1 | 0.1 | -0.8 | -1.3 | 0.2 | 6 | -86 | -2 | -0.1 | 0.0 | -4 | 0.5
O=C(COc1cccc2ccccc12)NNC(=O)[C@@H]1CCCC[C@@H]1C(=O)O | 0.8 | -1.6 | -1.4 | 0.3 | 3 | 0 | 0 | -1.0 | 0.1 | 2 | 0.3
O=C(COC(=O)c1ccccc1Br)Nc1ccc(F)cc1 | 3.5 | 4.4 | -1.3 | 0.2 | 0 | -6 | 1 | -0.8 | 0.8 | 2 | 1.0
CN(C)C(=O)c1nc2ccc(Cl)cn2c1CN1CCCC(OCc2cccnc2)C1 (stereo not given) | 2.0 | 4.1 | -0.6 | -0.1 | 5 | -1 | 1 | -0.6 | 0.5 | 3 | -0.1
Cc1c(Br)c([N+](=O)[O-])nn1CC(=O)Nc1ccc(C(N)=O)cc1 | 1.2 | 1.1 | -0.6 | 0.7 | 8 | 4 | -2 | 0.6 | 1.0 | 0 | 0.1
O=C(COC(=O)c1ccc2ccccc2c1)Nc1ncc(C(F)(F)F)cc1Cl | 1.1 | -1.3 | -1.3 | 0.4 | -2 | -3 | -1 | -0.8 | 1.1 | -1 | 0.0
Cc1ccc(-c2cc(C(=O)N3CCN(c4ncccn4)CC3)c3cc(Br)ccc3n2)o1 | -0.5 | -0.8 | -1.3 | -3.3 | -1 | 1 | -3 | -0.8 | -0.6 | -3 | -0.4
Cc1ccc(NC(=O)COC(=O)c2ccco2)cc1C | 0.1 | 0.9 | -0.5 | 0.1 | 2 | 8 | -2 | 2.2 | 1.0 | -2 | -0.6
CCOC(=O)Cn1c(S(=O)(=O)Cc2ccccc2)nc2ccccc21 | 2.1 | -1.4 | -1.4 | -0.3 | 2 | 4 | -1 | -0.5 | -0.2 | -2 | 0.5
C=CCn1c(=O)c(C#N)cc2c(=O)n3ccccc3nc21 | 2.8 | 1.1 | -0.8 | 39* | -17 | 4 | 2 | -1.4 | 0.0 | 14 | -0.4
O=C(Nc1cccc2ccccc12)c1[nH]c(-c2ccccc2)c2c1C(=O)N(C1CC1)C2=O | / | 1.8 | -0.7 | -0.6 | 3 | 1 | -2 | 1.2 | / | 1 | 0.0
CCc1cccc(OCC(=O)Nc2c[nH]c(=O)[nH]c2=O)c1 | 2.9 | 0.6 | -1.1 | -0.5 | -2 | 0 | -2 | -0.2 | -0.2 | 0 | -0.1
COCCCNC(=O)C1CCC(=O)N(c2ccc3c(c2)OCO3)C1c1ccc(OC)cc1 (stereo not given) | -1.2 | 2.6 | -0.6 | -0.7 | 0 | 0 | 1 | -0.2 | 3.0 | 5 | -0.4
Cc1ccc(C(=O)NCC(=O)N2CCN(c3ccccc3)CC2)cc1 | 0.8 | 1.8 | -1.1 | 0.1 | 2 | 0 | -4 | -0.9 | 0.1 | 2 | 0.1
O=C(c1ccco1)N(c1ccccn1)c1ccccn1 | -1.5 | -1.7 | -0.7 | -0.3 | 6 | 5 | -1 | 0.1 | 1.6 | 5 | 0.2
CN(C)S(=O)(=O)N1CCN(S(=O)(=O)N2CCOCC2)CC1 | 0.5 | 3.9 | -0.1 | -0.2 | 4 | -2 | 1 | 0.2 | 0.6 | 2 | 0.6
